# Compound activity deposited in PubChem by several laboratories.
# TWEAK-Fn14 inh = inhibitors of TWEAK-Fn14 interaction signaling. TWEAK-stimulated Fn14 reporter cells, luciferase luminescence, 8 h. inhibition, % at 10 µM. 2% of 360,000 active. AID 1159606; in the data active = inhibition above about 50%
# C8 TRAIL sens = sensitizes caspase-8 expressing cells to TRAIL. inhibition (viability loss, TRAIL sensitization), % at 10 µM. 1% of 360,000 active. AID 624354. NB7+C8 cells + TRAIL, ATPlite viability luminescence;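 active = compounds causing at least 50% loss of cell viability in the single-dose screen, relative to plate controls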
# SRC1 inh = inhibitors of human steroid receptor coactivator 1 (SRC1). HEK293 GAL4-SRC1 luciferase reporter, luminescence. inhibition, % at 3.6 µM. Q15788. 0.12% of 360,000 active;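 active = inhibition above the campaign mean plus 3 SD, with each screening campaign given its own cutoff, cut at about 60% in these data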;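 also: 0% = DMSO treated cells and 100% = gossypol at 36 µM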
# NCOA3 inh = inhibits human SRC3 coactivator. Q9Y6Q9. 0.17% of 360,000 active. AID 588352. HEK293 GAL4-SRC3 luciferase reporter, luminescence. inhibition, % at 3.6 µM;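 active = inhibition above a per-campaign cutoff, the mean of all compounds plus 3 SD, cut at about 60% in these data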;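 also: 0% = DMSO-treated cells and 100% = gossypol-treated cells at 36 µM; higher means less SRC3-driven luciferase light from the GAL4 reporter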
# NOD2 RIPK2 PPI = NOD2-RIPK2 protein interaction inhibition | 0.38% of 360,000 active | inhibition, % at 4.98 µM | AID 624267 | CHO BLA complementation NOD2-RIPK2, CCF4 ratio; in the data active = inhibition above about 21%;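 also: 0% = vehicle only and 100% = reference blocker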
# Target sequence (O43353 whole entry, looked up): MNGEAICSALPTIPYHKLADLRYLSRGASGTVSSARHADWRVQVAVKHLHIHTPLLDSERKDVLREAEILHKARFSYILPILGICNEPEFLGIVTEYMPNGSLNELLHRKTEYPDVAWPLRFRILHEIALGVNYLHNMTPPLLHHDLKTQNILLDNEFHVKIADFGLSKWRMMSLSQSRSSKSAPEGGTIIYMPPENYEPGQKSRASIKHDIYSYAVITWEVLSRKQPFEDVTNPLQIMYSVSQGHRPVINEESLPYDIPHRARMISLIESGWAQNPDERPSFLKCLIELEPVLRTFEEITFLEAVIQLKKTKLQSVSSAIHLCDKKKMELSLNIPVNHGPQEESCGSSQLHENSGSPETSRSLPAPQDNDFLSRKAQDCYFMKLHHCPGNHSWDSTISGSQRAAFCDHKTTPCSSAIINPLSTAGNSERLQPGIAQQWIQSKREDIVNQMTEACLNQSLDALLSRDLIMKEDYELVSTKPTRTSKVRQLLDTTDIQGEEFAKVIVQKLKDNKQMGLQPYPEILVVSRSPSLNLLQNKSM
# TROY NFkB inh = inhibitors of TROY-dependent NF-kB signaling | Q293 LMP1-TROYcd NF-kB luciferase reporter, 4 h | inhibition, % at 10 µM | 0.98% of 360,000 active;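 active = compounds whose plate-normalised and pattern-corrected inhibition of the luciferase reporter signal at the single screening dose is 50% or more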
# SRC2 inh = inhibits human steroid receptor coactivator 2; Q15596; HEK293 GAL4-SRC2 luciferase reporter, luminescence; inhibition, % at 9 µM; 0.17% of 370,000 active; AID 651957;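 active = inhibition above the mean inhibition of all tested compounds plus 3 SD, set per campaign, cut at about 52% in these data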;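 also: 0% = DMSO treated cells and 100% = cells given Gossypol at 36 µM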
# LMP1 NFkB inh = Epstein-Barr LMP1 NF-kappaB reporter inhibition; LMP1-induced NF-kappaB luciferase reporter cells, luminescence; inhibition, % at 12.5 µM; 0.69% of 350,000 active; in the data active = inhibition above about 41%;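 also: 0% = neutral control wells and 100% = reference inhibitor control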
# TLR9-MyD88 inh = blocks human TLR9 binding to MyD88; Q9NR96+Q99836; 0.21% of 340,000 active; CHO BLA complementation TLR9-MyD88, CCF4 FRET ratio; inhibition, % at 4.98 µM; AID 504734;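 active = inhibition above the mean over all tested compounds plus 3 SD, cut at about 21% in these data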;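 also: 0% = DMSO only wells and 100% = clavulanate BLA inhibitor control wells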
# LRH-1 inv ag = suppresses constitutive activity of human LRH-1. O00482. 0.13% of 360,000 active. inhibition, % at 3.6 µM. HEK293T StAR-luciferase reporter, LRH-1 transfected, 24 h;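 active = inhibition above the mean inhibition of all tested compounds plus 3 SD, cut at about 73% in these data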;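 also: 0% = DMSO wells and 100% = reporter-only cells lacking LRH-1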
# Target sequence (O00482 whole entry, looked up): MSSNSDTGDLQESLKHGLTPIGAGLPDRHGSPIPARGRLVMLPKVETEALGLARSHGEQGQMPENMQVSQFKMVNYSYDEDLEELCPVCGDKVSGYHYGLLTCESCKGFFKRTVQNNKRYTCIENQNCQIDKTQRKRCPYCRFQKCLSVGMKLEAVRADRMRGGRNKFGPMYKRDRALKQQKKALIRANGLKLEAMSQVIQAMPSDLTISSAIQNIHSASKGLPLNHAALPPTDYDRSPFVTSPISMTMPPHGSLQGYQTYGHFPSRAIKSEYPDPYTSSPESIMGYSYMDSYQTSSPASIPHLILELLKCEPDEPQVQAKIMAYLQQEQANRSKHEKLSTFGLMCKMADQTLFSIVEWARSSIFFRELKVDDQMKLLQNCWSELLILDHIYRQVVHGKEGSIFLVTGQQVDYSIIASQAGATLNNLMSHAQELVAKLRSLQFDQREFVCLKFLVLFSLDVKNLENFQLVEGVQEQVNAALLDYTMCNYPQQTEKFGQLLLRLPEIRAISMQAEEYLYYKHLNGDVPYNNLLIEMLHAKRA
# COUP-TFII inh = NR2F2 (human) inhibition, primary screen | HEK293T NGFI-A luciferase reporter, luminescence | 0.7% of 370,000 active | inhibition, % at 8.6 µM;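 active = inhibition above a per-plate cutoff, mean inhibition of test wells between control levels plus 3 SD, cut at about 38% in these data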;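 also: cells cotransfected with COUP-TFII expression vector driving the NGFI-A reporter; 0% = median of COUP-TF2 test wells and 100% = reporter-only cells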
# * marks the source's active call; other numbers are inactive results; / = no result given. The list is partial, so the mix of outcomes need not match the whole.
SMILES,TWEAK-Fn14 inh,C8 TRAIL sens,SRC1 inh,NCOA3 inh,NOD2 RIPK2 PPI,TROY NFkB inh,SRC2 inh,LMP1 NFkB inh,TLR9-MyD88 inh,LRH-1 inv ag,COUP-TFII inh
O=C(CSc1ncc(-c2ccccc2)[nH]1)Nc1ccccc1F,-41,-2,-14,-1,0,-55,-25,-21,1,-14,-13
Cc1ccc(CSCC(=O)NCc2cccs2)cc1,28,-2,-10,12,2,-28,0,-2,-7,7,0
Cc1c(C(=O)Nc2ccc(F)cc2)oc2ccc(S(=O)(=O)N3CCC4(CC3)OCCO4)cc12,54*,31,2,23,-14,34,-10,7,-8,2,14
CCN(C(=O)CSc1nc2ccc(OC)cc2[nH]1)c1c(N)n(Cc2ccccc2)c(=O)[nH]c1=O,15,-12,-6,-1,-9,5,-9,-3,-2,4,-20
COC(=O)c1ccc(Cn2nnc3ccccc3c2=O)o1,-11,-17,-5,-5,2,-11,-41,1,4,-16,2
COC(=O)C1=C(C)NC(=O)NC1c1ccc(-c2ccc(F)cc2)o1 (stereo not drawn),5,-3,-9,9,-8,13,16,1,-5,1,10
Cc1cccc(C(=O)N[C@H](C(=O)Nc2ccc3c(c2)OCO3)C(C)C)c1,11,5,0,-12,3,-16,-40,-2,-1,-10,-2
CCN(CC)S(=O)(=O)c1cccc(NC(=O)CN2C(=O)NC3(CCC(C)CC3)C2=O)c1 (stereo not drawn),1,17,-22,16,0,-1,6,4,-1,22,5
CC(C)OCCCNS(=O)(=O)c1ccc2c(c1)OCCO2,12,-9,-6,10,-4,5,-21,4,-10,-8,-15
O=c1c2ccccc2cnn1CCOc1ccccc1,97*,38,-6,36,6,72*,16,74*,6,-52,37
COc1cc(NS(=O)(=O)c2ccc(NC(=S)NC(=O)c3sc4cc(F)ccc4c3Cl)cc2)nc(OC)n1,2,-6,10,11,-13,22,-17,-8,0,-5,-1
COc1c(Cl)cc(Cl)cc1C(=O)Nc1ccc(NC(C)=O)cc1,-19,-11,11,2,-2,-6,6,4,-16,1,19
O=C(NNC(=O)c1cnccc1C(F)(F)F)c1ccc(Cl)cc1,-16,8,-38,4,-8,-9,-7,7,0,-7,-2
CC(C)CCNC(=O)c1onc(CSc2nc3ccccc3[nH]2)c1C(=O)NCCC(C)C,-9,-13,2,-2,6,2,16,-5,-1,-8,-3
CS(=O)(=O)N1CCN(c2nc(-c3ccc(F)cc3)cs2)CC1,-2,1,-11,-13,5,-11,-17,3,5,-15,-10

# Ordered by the number under LRH-1 inv ag (descending): some entries from above.
mol	TWEAK-Fn14 inh	SRC1 inh	NCOA3 inh	NOD2 RIPK2 PPI	SRC2 inh	LMP1 NFkB inh	TLR9-MyD88 inh	LRH-1 inv ag	COUP-TFII inh
O=C(NNC(=O)c1cnccc1C(F)(F)F)c1ccc(Cl)cc1	-16	-38	4	-8	-7	7	0	-7	-2
CS(=O)(=O)N1CCN(c2nc(-c3ccc(F)cc3)cs2)CC1	-2	-11	-13	5	-17	3	5	-15	-10
COC(=O)c1ccc(Cn2nnc3ccccc3c2=O)o1	-11	-5	-5	2	-41	1	4	-16	2

# Remaining list, next part:
SMILES,TWEAK-Fn14 inh,C8 TRAIL sens,SRC1 inh,NCOA3 inh,NOD2 RIPK2 PPI,TROY NFkB inh,SRC2 inh,LMP1 NFkB inh,TLR9-MyD88 inh,LRH-1 inv ag,COUP-TFII inh
O=C(NNc1cc(Cl)ccc1Cl)C1CCC1,-18,0,8,24,-9,-1,-4,11,-6,-11,-9
C/C(=N\NC(=O)c1cc(C)nc2ccccc12)c1ccccn1,-141,18,2,11,3,23,-3,29,0,21,-25
CC(C)OC(=O)N(C)C[C@H]1OCc2cnnn2CCCC(=O)N([C@H](C)CO)C[C@@H]1C,4,4,11,-10,-7,8,19,-5,-6,11,-11
COc1ccc(NC(=O)CSc2ncnc3c2cnn3CCc2ccccc2)cc1,-12,3,-20,-2,-1,3,-26,-12,3,7,-2
C=CCn1c(SCc2cccc(C#N)c2)nnc1-c1ccccc1O,12,-3,8,-3,-10,2,-13,-9,-7,6,-8
Cc1ccc2c(c1)N(CCC(=O)NC1CCCCC1C)C(=O)CO2 (stereo not drawn),5,6,-58,9,-3,13,9,0,-3,-3,-22
CCc1cc2c(C)cc(C)cc2nc1SCC(=O)Nc1cc(C)on1,-8,-9,-1,8,-12,-3,-7,3,-2,-3,10
CC(=O)Nc1ccc(N2C(=O)CC(Sc3nc4ccccc4s3)C2=O)cc1 (stereo not drawn),-1,4,1,-1,-4,-6,-6,-12,-10,-23,14
CC(C)C[C@H](NC(=O)c1nc[nH]c1C(=O)NCC(=O)OC(C)(C)C)C(=O)OCc1ccccc1,12,-10,-3,20,-7,9,-10,-10,-8,0,17
CC(C)(C)CC(C)(C)NC(=S)Nc1ccc(S(=O)(=O)N2CCOCC2)cc1,0,16,6,1,17,10,0,-2,13,18,2
O=C(Nc1ccc(O)c(-c2nc3ccccc3o2)c1)C1(c2ccc([N+](=O)[O-])cc2)CCCC1,-15,11,7,4,9,-10,3,2,-6,-2,15
CCOC(=O)CCCCC(=O)c1[nH]c(=O)[nH]c1CSc1nc2ccccc2[nH]1,10,-36,1,-21,-7,-13,3,-3,-14,-3,5
O=c1c2cc(NC(=S)NCCCN3CCC(Cc4ccccc4)CC3)ccc2nc2n1CCCCC2,-4,29,-2,30,5,18,-22,10,-5,9,28
COc1ccccc1NC(=O)CCc1nc(-c2ccccc2F)no1,12,5,9,7,-8,-50,-43,-6,-5,0,9
O=S(=O)(c1cccc(Br)c1)N1CCN(C(=S)NCC2CCCO2)CC1 (stereo not drawn),12,2,3,-13,-8,-5,6,3,-7,11,20
Cc1ccnc(NS(=O)(=O)c2ccc(CC(C)C)cc2)c1,3,-1,6,12,-9,11,25,9,-1,1,-5
CCCCOC(=O)C1=C(C)Nc2ncnn2C1c1ccc(OC)c(OC)c1OC (stereo not drawn),2,-4,-4,13,1,-6,2,-5,-4,4,1
c1csc(-c2nc(-c3ccncc3)no2)c1,5,0,-121,-56,-10,-16,-59,-16,-13,-81,-42
CCCNC(=O)c1cc(C2CCCCN2C(=O)OC)on1 (stereo not drawn),-6,-21,4,-14,0,-9,-16,/,/,-11,-11
O=C(NCC(c1cccnc1)N1CCN(c2ccccc2)CC1)c1ccco1 (stereo not drawn),-5,-5,-6,22,1,8,20,-21,-1,-8,8
O=c1cc(NCCCO)c2ccccc2o1,11,-5,0,-1,-2,-2,10,1,-10,4,1
CC(=O)C1CCC2C3CC=C4CC(SC(=N)N)CCC4(C)C3CCC12C (stereo not drawn),7,36,12,16,7,26,-14,10,3,9,35
CC(=O)NCc1ccc(-c2csc(NC(=O)CCc3nc4ccccc4c(=O)[nH]3)n2)s1,1,10,12,-1,-7,-2,10,4,4,18,13
Cc1cc(C)n(-c2nc(NC(C)C)nc(NC(C)C)n2)n1,-11,-3,-10,20,-1,-15,-5,11,-7,27,36
O=C(N/C(=C/c1ccccc1)C(=O)N1CCCCC1)c1ccccc1,-7,0,-20,0,-9,1,4,5,4,0,1
C[C@H](NC(=O)NCc1cccs1)C(=O)O,5,-14,4,-9,-1,-22,-3,4,-4,0,8
CC(C)CC(=O)N1CCN(S(=O)(=O)c2ccc(Cl)cc2)CC1,20,0,-17,6,-8,-25,6,2,-3,-13,3
O=C(NCc1ccccc1)c1ccco1,12,-11,3,-3,-3,23,8,2,-6,10,-4
C=CCn1c(=O)c2ccccc2n2c(SCC(=O)NC)nnc12,3,1,10,18,-12,-28,-21,5,-7,-15,-13
O=c1[nH]c(CSc2ncc(C(F)(F)F)cc2Cl)nc2ccccc12,-4,-5,-15,-26,0,-36,-18,-8,2,-17,-22
COC(=O)C1=CN(Cc2ccccc2)C=C(C(=O)OC)C1c1ccc(O)c(OC)c1,2,9,11,-21,-1,16,-4,2,-8,10,4
Cc1noc(NS(=O)(=O)c2ccc(NC(=O)/C=C/c3ccccc3)cc2)c1C,14,-15,2,3,-5,0,16,3,-3,-2,0
CCOc1ccc(S(=O)(=O)Nc2ccc(C(=O)N/N=C/c3c(C)nn(-c4ccccc4)c3N3CCCC3)cc2)cc1,-7,3,18,11,5,5,18,9,2,10,9
CC(C)Cn1c(CCCNC(=O)c2ccc(F)cc2)nc2ccccc21,6,6,-12,-2,-5,-6,-8,-7,5,-14,-10
O=C(CCNC(=O)c1ccco1)NCc1ccc(F)cc1,14,3,-9,-15,4,-2,0,1,10,10,16
CCC(=O)Nc1ccc(C(=O)CSc2nnc(CNc3ccc(Cl)cc3)o2)cc1OC,-3,0,9,1,-8,34,9,14,0,23,42*
C#CCOCCOCCOCCNc1nc(N2CCN(C(=O)[C@H](CCCCN)n3cc(C(N)CC(C)C)nn3)CC2)nc(N2CCN(C(=O)[C@H](CCC(=O)O)n3cc(C(N)[C@H](C)CC)nn3)CC2)n1 (stereo partly drawn),5,4,-4,-16,2,2,/,-3,-8,-19,/
Cc1nnc(NC(=O)c2csc3c2CCC(C)C3)s1 (stereo not drawn),-17,-2,-2,-2,-8,-35,9,-5,-6,-4,-4
CCN(CCNC(=O)c1cc(C)nn1-c1ccccc1)c1ccccc1,3,1,0,5,-17,-19,-6,3,-1,-5,-5
O=C1CSC(c2ccc([N+](=O)[O-])cc2)N1c1ccc(O)cc1 (stereo not drawn),0,-19,-18,-13,-2,18,35,-18,-8,16,-11
CCOC(=O)[C@]12CCCC=C1N(Cc1ccc3c(c1)OCO3)C(=O)[C@H](CC(=O)N1CCN(C(=O)C3CC3)CC1)C2,-3,-1,/,/,-3,-6,-15,/,/,-36,-1
Cc1cccc(OCC(=O)NCCNC(=O)c2cccnc2)c1,-1,13,9,7,-4,-8,-12,3,-3,3,2
COc1ccc(C(=O)c2c[nH]c(C(=O)NCc3cccs3)c2)cc1,-21,-12,-16,-17,-4,-15,-4,-5,-6,-13,9
CN(C)C(CNC(=O)c1ccco1)c1cccs1 (stereo not drawn),-2,0,-22,10,1,1,-22,-8,2,6,-9
Nc1nc2c(ncn2[C@@H]2O[C@H](CNCc3cnc(N4CCOCC4)nc3)[C@@H](O)[C@H]2O)c(=O)[nH]1,10,-2,-1,5,-5,-3,-4,/,/,-23,-8
COc1ccc(C(C(=O)NC2CCCCC2)N(C(=O)CCl)c2cccc(Cl)c2)cc1 (stereo not drawn),58*,96*,17,69*,-46,-37,16,-1,-4,16,-8
CCOC(=O)C(C)On1c(-c2ccccc2)nc2ccc([N+](=O)[O-])cc21 (stereo not drawn),-34,-17,-85,-107,9,-57,-38,-17,0,-108,-18
c1ccc2c(c1)OCC(CNCC1COc3ccccc3O1)O2 (stereo not drawn),-6,-18,-4,-4,0,3,-36,12,11,-4,-13
CCOc1ccc2ccccc2c1/C=N/NC(=O)CNC(=O)c1ccccc1F,-2,-11,-3,6,-1,-1,27,1,-5,-21,-2
O=C(C1CCCN(S(=O)(=O)c2ccc(Br)cc2)C1)N1CCN(Cc2ccccc2)CC1 (stereo not drawn),4,14,10,-8,-5,-13,15,9,-17,10,-11
Cn1cnnc1SCC(=O)Nc1ccc(OCc2ccccc2)cc1,-13,12,-53,-46,-5,-33,-32,-17,-4,10,-27
Cc1ccc([C@H]2C(C(=O)O)=C[C@@H](C(C)(C)C)N2S(=O)(=O)c2ccc(C)cc2)cc1,1,1,-10,14,-2,-5,4,-7,-5,9,-3
